# STAT3 inh: reduces IL-6 driven STAT3 reporter signal; U3A cells, IL-6 STAT3-luciferase reporter, luminescence; host cell line lacks STAT1; inhibition, % at 5.5 µM; actives 0.89% (n = 190,000); AID 862;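 active = inhibition above the mean inhibition across all screened compounds plus 3 SD, cut at about 44% in these data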;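 note: 0% = DMSO only wells and 100% = 100 µM nifuroxazide control wells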
# TLR4-MyD88 BLA: inhibitors of human TLR4-MyD88 binding; O00206+Q99836; HeLa CL3-4 TLR4/MyD88 BLA complementation, FRET ratio; inhibition, % at 8.4 µM; actives 0.18% (n = 200,000); AID 861; in the data active = inhibition above about 25%;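 note: 0% = vehicle and 100% = reference inhibitor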
# Target sequence (O00206 whole entry, looked up): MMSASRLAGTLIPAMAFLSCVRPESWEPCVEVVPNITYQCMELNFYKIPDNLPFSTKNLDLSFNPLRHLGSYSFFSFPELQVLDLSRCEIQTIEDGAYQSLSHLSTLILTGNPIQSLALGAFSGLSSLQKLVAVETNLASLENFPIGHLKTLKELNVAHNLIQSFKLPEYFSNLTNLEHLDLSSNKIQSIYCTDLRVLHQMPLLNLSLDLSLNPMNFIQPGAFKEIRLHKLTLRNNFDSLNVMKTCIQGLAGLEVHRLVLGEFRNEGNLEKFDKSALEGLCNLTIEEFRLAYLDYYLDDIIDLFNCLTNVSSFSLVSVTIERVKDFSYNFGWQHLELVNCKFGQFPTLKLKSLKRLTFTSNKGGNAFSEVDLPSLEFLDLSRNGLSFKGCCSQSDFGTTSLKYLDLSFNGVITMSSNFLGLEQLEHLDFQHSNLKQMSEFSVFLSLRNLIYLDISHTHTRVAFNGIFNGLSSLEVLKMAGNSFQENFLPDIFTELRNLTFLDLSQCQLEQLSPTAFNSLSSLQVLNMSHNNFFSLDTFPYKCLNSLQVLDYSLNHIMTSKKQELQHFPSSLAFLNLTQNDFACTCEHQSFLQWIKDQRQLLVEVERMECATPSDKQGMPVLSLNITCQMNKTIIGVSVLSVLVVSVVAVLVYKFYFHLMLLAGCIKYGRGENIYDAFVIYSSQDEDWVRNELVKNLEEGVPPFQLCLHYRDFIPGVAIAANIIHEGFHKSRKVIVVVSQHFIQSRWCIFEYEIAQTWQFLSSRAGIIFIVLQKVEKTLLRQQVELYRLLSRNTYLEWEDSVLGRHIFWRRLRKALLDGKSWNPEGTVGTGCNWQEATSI
# Target sequence (Q99836 whole entry, looked up): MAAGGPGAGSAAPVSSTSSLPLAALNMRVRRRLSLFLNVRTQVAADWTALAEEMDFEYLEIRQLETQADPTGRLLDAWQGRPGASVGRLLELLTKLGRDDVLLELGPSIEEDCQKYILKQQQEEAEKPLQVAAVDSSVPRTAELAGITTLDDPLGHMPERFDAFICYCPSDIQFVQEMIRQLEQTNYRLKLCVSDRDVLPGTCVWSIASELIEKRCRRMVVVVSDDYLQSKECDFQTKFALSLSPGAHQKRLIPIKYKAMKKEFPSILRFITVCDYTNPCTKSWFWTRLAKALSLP
# Hsp70 activator: switches on Hsp70 transcription | HeLa Hsp70 promoter luciferase reporter, luminescence; scaled: vehicle 0, proteasome-inhibitor control 100% | activation, % at 10 µM | actives 0.04% (n = 200,000);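 active = activation above the mean across all tested compounds plus 3 SD, cutoff set per campaign, cut at about 5.5% in these data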;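 note: 100% = MG132 at 30 µM as the positive control and 0% = DMSO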
# APP transl inh: APP translation inhibition | actives 0.82% (n = 190,000) | SH-SY5Y APP 5'UTR-luciferase reporter, luminescence | inhibition, % at 2 µM;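 active = inhibition above a set limit, derived from the sample mean plus 3 SD, cut at about 45% in these data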; note: values of inactives mirror those of a sister screen read the other way
# STAT1 blocker: reduces IFN-gamma driven STAT1 reporter signal | NIH 3T3 STAT1-luciferase reporter, luminescence | inhibition, % at 5.5 µM | actives 0.35% (n = 200,000) | AID 920;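 active = inhibition above a set limit, the mean inhibition across all tested compounds plus 3 SD, cut at about 34% in these data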;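 note: 0% = IFN-gamma with DMSO and 100% = IFN-gamma with 300 µM nifuroxazide; values of inactives mirror those of a sister screen read the other way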
# G6PDH CS: inhibits Leuconostoc G6PDH, flagging false hits in G6PDH-based assays; AID 1020; actives 0.12% (n = 200,000); Purified L. mesenteroides G6PDH, diaphorase/resazurin coupled fluorescence, 45 min; inhibition, % at 5 µM; in the data active = inhibition above about 50%
# STAT1 activator: increases IFN-gamma driven STAT1 reporter signal; AID 932; activation (% of control), % at 5.5 µM; NIH 3T3 STAT1-luciferase reporter, luminescence; 100% = IFN-gamma alone, no compound; actives 2.6% (n = 200,000);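 active = activation above the screen-wide mean activation plus 3 SD, cut at about 130% in these data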;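 note: raw ratio to IFN-gamma control signal so 100% means no change and 0% no light; values of inactives mirror those of a sister screen read the other way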
# Diaph act CS: diaphorase activation or chemical reduction counter-screen. actives 0.005% (n = 190,000). AID 1229. activation factor at 20 µM. Diaphorase/resazurin coupled assay, resorufin fluorescence, 16 min; stronger effect = higher value; 1 = vehicle wells, 0 = NADH-free wells;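 active = diaphorase activity raised at least twofold by the compound at 20 µM; inactive = activation factor below 2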
#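 test system = bacterial diaphorase enzyme (C. kluyveri) | quantity = enzyme 0.07 U/mL final | reagent = NADH substrate 0.114 mM plus resazurin dye 0.1 mM, final | incubation = 16 min enzyme reaction, ambient temperature | buffer or medium = HEPES pH 7.4 buffer with MgCl2 and Tween 20 | signal = fluorescence of resorufin, 544 nm excitation, 590 nm emission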
# STAT3 act: increases IL-6 driven STAT3 reporter signal; U3A cells, IL-6 STAT3-luciferase reporter, luminescence; 100% = signal with IL-6 EC80 alone; activation (% of control), % at 5.6 µM; actives 0.91% (n = 190,000); AID 871;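 active = activation above the screen-wide mean of compound activation plus 3 SD, cut at about 130% in these data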;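 note: 0% = background luminescence of wells with medium and substrate only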
#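 Material: STAT3-luciferase reporter U3A cells; Probe or stimulus: IL-6 (33 ng/mL); Incubation: compound pre-incubation 1 h before IL-6, then 6 h stimulation at 37 °C; Technique: luminescence from STAT3-driven luciferase reporter; Evaluation: % activation versus median of IL-6-stimulated wells; Controls: IL-6-only high control.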
# Diaph inh CS: counter-screen for diaphorase-based assays: diaphorase inhibitors and chemical oxidizers | diaphorase resazurin-to-resorufin fluorescence, NADH, 16 min; bacterial (C. kluyveri) enzyme, not human | inhibition, % at 20 µM | actives 0.69% (n = 190,000) | AID 1217;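 active = primary screen inhibition at 20 µM above a set limit, cut at about 50% in these data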;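 note: plate controls were DMSO with full reaction for no effect and wells lacking NADH for full effect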
#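 controls = No-NADH positive control and DMSO neutral control | system = Clostridium kluyveri diaphorase enzyme | timing = reaction incubation of 16 min at room temperature | signal = resorufin fluorescence 544/590 nm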
# An asterisk follows results filed as active.
mol	STAT3 inh	TLR4-MyD88 BLA	Hsp70 activator	APP transl inh	STAT1 blocker	G6PDH CS	STAT1 activator	Diaph act CS	STAT3 act	Diaph inh CS
CC(=O)N1c2ccccc2NC2=C(C(=O)CCC2)C1c1cccnc1 (centres undefined)	7	-1	0.0	-14	2	-5	99	0.8	98	23
CCOc1ccc(C2=Nn3cnnc3SC2)cc1	6	-5	-0.4	-11	7	8	94	1	98	-3
CC(C)Cn1c(-c2ccc(Cl)cc2)cnc1SCC(=O)N1CCOCC1	7	6	-0.3	-9	3	9	98	0.9	101	12
COc1ccc(C(=O)O/N=C(\C)c2nccs2)cc1	7	-12	-0.2	-20	-16	7	112	1.1	99	-11
Cc1c(C(=O)OCC(=O)c2ccc3c(c2)OCCO3)oc2ccccc12	7	0	-0.1	5	-6	4	106	0.8	99	15
NS(=O)(=O)c1ccc(CCNC(=O)CNS(=O)(=O)c2cccc(Br)c2)cc1	6	2	0.4	4	-1	14	98	1	99	-1
COc1ccc(OC)c(C(=O)CSc2nnc(Cc3cccs3)n2C)c1	0	6	-0.2	-1	-6	2	105	1	103	-4
COc1ccc(N(CC(=O)O)S(=O)(=O)c2c(C)n[nH]c2C)cc1	1	-10	-0.1	-7	-5	5	104	1	102	-1
COc1ccc(CCN2C(=O)CS/C2=N\NC(=O)c2ccc(C(C)(C)C)cc2)cc1OC	11	0	-0.2	-6	2	-16	98	0.9	92	14
O=C(ON=C1CCN(S(=O)(=O)c2ccccc2)CC1)c1ccccc1	-2	6	0.0	10	-1	-2	101	1	104	4
CC12CCC(=O)N1c1c(sc3nc(N4CCOCC4)c4c(c13)CCCC4)C(=O)N2 (centres undefined)	10	-4	-0.4	2	3	-2	98	0.9	94	8
Cc1ccc(S(=O)(=O)/C(=C\N(C)C)c2cnc(Cl)s2)cc1	6	-12	-0.1	-11	2	5	97	0.9	99	10
O=C(NCCOC(=O)c1ccc(C(=O)OCCNC(=O)c2cccnc2)s1)c1cccnc1	-7	10	-0.1	12	-17	0	116	1	107	-2
COc1ccc(NS(=O)(=O)c2cc(C)ccc2OC)cc1OC	15	-1	-0.1	2	6	-2	95	0.9	91	10
COc1ccc(CCNC(C)=O)cc1	13	6	-0.1	-9	-1	-3	101	1	95	0
COc1cc2c(C#N)c(N3CCN(C)CC3)nc(N)c2c(N)n1	-15	-3	-0.2	7	-17	6	116	0.6	114	36

# The list goes on, overlapping the part above by five compounds.
mol	STAT3 inh	TLR4-MyD88 BLA	Hsp70 activator	APP transl inh	STAT1 blocker	G6PDH CS	STAT1 activator	Diaph act CS	STAT3 act	Diaph inh CS
Cc1ccc(S(=O)(=O)/C(=C\N(C)C)c2cnc(Cl)s2)cc1	6	-12	-0.1	-11	2	5	97	0.9	99	10
O=C(NCCOC(=O)c1ccc(C(=O)OCCNC(=O)c2cccnc2)s1)c1cccnc1	-7	10	-0.1	12	-17	0	116	1	107	-2
COc1ccc(NS(=O)(=O)c2cc(C)ccc2OC)cc1OC	15	-1	-0.1	2	6	-2	95	0.9	91	10
COc1ccc(CCNC(C)=O)cc1	13	6	-0.1	-9	-1	-3	101	1	95	0
COc1cc2c(C#N)c(N3CCN(C)CC3)nc(N)c2c(N)n1	-15	-3	-0.2	7	-17	6	116	0.6	114	36
O=C(Nc1ccccc1)c1cc(S(=O)(=O)N2CCSCC2)ccc1Cl	5	-1	-0.4	4	-2	4	102	0.9	94	15
CCOc1ccc(-n2c(SCC(=O)Nc3ccc(CC)cc3)nc3n[nH]c(C)c3c2=N)cc1	19	-5	-0.1	26	1	10	99	1.1	90	-5
NNC(=O)CCc1c[nH]c2ccccc12	10	-10	-0.2	-2	6	3	94	1	93	4
COc1ccccc1N1CC(C(=O)Nc2nnc(SCc3ccccn3)s2)CC1=O (centres undefined)	2	9	-0.1	-7	-1	12	101	1	97	0
Brc1ccc(-c2nnc(-c3cccc(Br)c3)o2)cc1	13	-2	-0.1	-1	-11	12	110	1	92	1
O=c1c2ccccc2nnn1Cc1ccccc1Cl	10	-15	-0.3	-14	12	16	87	0.9	94	14
O=C(Nc1ccc(Cl)c(S(=O)(=O)N2CCOCC2)c1)c1ccccn1	-7	-15	-0.1	-18	6	5	94	0.8	108	16
O=C(CN1CCN(c2ccccc2)CC1)N1CCN(c2ccccc2)CC1	-11	-3	-0.3	-10	5	4	95	0.9	113	12
CC(=O)Nc1ccc(OCC(O)Cn2ccnc2C)cc1 (centres undefined)	9	9	-0.1	-1	1	5	98	0.8	98	16
O=C(Cn1c(COc2ccccc2)nc2ccccc21)Nc1cc(Cl)ccc1Cl	-4	-6	-0.1	-11	-3	1	103	1	109	0
Nc1cnn(Cc2ccccc2F)c1	8	-4	0.3	-25	2	6	98	0.8	95	18
C=CCNC(=O)CC1C(=O)NCCN1Cc1ccc(-c2ccccc2)cc1 (centres undefined)	3	-5	-0.2	-2	1	7	97	0.9	104	7
Cc1ccc(C)c(N(CC(=O)NCc2ccco2)C(=O)CCC(=O)Nc2ccccn2)c1	-6	6	-0.1	-10	-3	2	103	0.9	110	5
Cc1ccc2nsnc2c1NC(=O)CCc1ccccc1	2	8	-0.2	4	-7	2	107	0.9	107	9
COc1cc(NC(=S)NC(=O)c2ccccc2F)ccc1NC(=O)c1ccco1	3	-5	-0.3	-7	3	10	98	0.9	100	14
O=C(CCN1CCN(CCO)CC1)Nc1ccc(C2CCCC2)cc1	4	4	0.1	-25	-9	10	106	1	99	-2
COc1ccccc1Cc1nc(-c2ccncc2)no1	11	10	-0.3	-16	-6	29	106	0.9	92	7
Cc1cccc2cc(CN(C(=S)NCC(C)C)C3CCCC3)c(=O)[nH]c12	3	4	-0.2	13	3	-4	98	0.8	98	22
COc1ccc(C(C)=O)cc1COC(=O)c1cnc(Cl)c(Cl)c1	11	22	0.1	18	-4	-6	103	0.9	95	7
Cc1ccc(NC(=O)CCNC(=O)c2ccc(Cl)cc2)cc1F	10	0	-0.3	-10	-13	10	112	0.9	99	8
CC(=O)Nc1nc2ccccc2[nH]1	8	-16	-0.3	-17	-14	7	110	0.9	98	9
Cc1ccc(S(=O)(=O)N(CC(=O)N2CCC(C)CC2)c2cccc(C)c2)cc1	6	9	-0.1	13	0	6	100	1.1	100	-10
CCOc1ccc(C(=O)N/N=C/c2cc(Cl)ccc2[N+](=O)[O-])cc1	-1	8	0.0	-1	-8	-1	107	1	103	0
Cc1ccc2[nH]c(=O)c(C(c3nnnn3Cc3ccccc3)N3CCc4ccccc43)cc2c1 (centres undefined)	-13	-10	-0.3	2	-4	30	103	0.5	118	47
O=C(N/N=C/c1cn(Cc2ccccc2)c2ccccc12)c1ccncc1	32	-21	0.0	-4	10	12	91	0.9	78	14
S=c1[nH]nc(-c2ccc3ccccc3n2)n1Cc1ccccc1	0	-4	-0.2	9	-2	-1	102	0.8	100	17
CCOc1nc(Oc2cccc(C(=O)O)c2)nc(Oc2cccc(C(=O)O)c2)n1	7	5	-0.3	-21	3	-3	96	0.9	98	7
O=C(NCc1ccccc1)c1ccc(OC2CSC2)cc1	4	4	-0.3	-13	-8	-10	106	0.8	100	17
O=C(CSc1nnc(C2COc3ccccc3O2)o1)N1CCN(c2ccccc2)CC1 (centres undefined)	-12	-1	-0.3	2	8	-2	93	1.1	109	-10
O=C(O)c1ccc(O)c(N2C(=O)Nc3ccccc3N2O)c1	-5	-8	-0.5	7	8	2	93	0.8	102	22
O=C(O)c1ccccc1N(Cc1ccccc1)C(=O)CO/N=C/c1ccccc1	0	-13	-0.2	18	1	5	99	0.9	97	5
Cc1ccc(S(=O)(=O)CCC(=O)OCc2ccccc2F)cc1	10	2	0.3	-2	0	16	98	0.8	96	16

# Already shown: two of the compounds above.
mol	STAT3 inh	TLR4-MyD88 BLA	Hsp70 activator	APP transl inh	STAT1 blocker	G6PDH CS	STAT1 activator	Diaph act CS	STAT3 act	Diaph inh CS
O=C(N/N=C/c1cn(Cc2ccccc2)c2ccccc12)c1ccncc1	32	-21	0.0	-4	10	12	91	0.9	78	14
S=c1[nH]nc(-c2ccc3ccccc3n2)n1Cc1ccccc1	0	-4	-0.2	9	-2	-1	102	0.8	100	17

# Next part:
mol	STAT3 inh	TLR4-MyD88 BLA	Hsp70 activator	APP transl inh	STAT1 blocker	G6PDH CS	STAT1 activator	Diaph act CS	STAT3 act	Diaph inh CS
C/C(=N\NC(=O)CCC(=O)Nc1ccc(C)c(C)c1)c1cccs1	4	11	0.0	-10	5	9	95	1	100	1
Cc1cc2c(cc1C)CSC(c1ccc(O)cc1)SC2	0	5	-0.3	16	11	15	90	1	103	2
O=C(CCN1C(=O)C2C3CCC(C3)C2C1=O)OCC(=O)c1cccc([N+](=O)[O-])c1 (centres undefined)	-7	-8	-0.1	-1	6	-3	95	0.9	104	11
Cc1cccc(NC(=O)c2sc3nc4c(c(-c5cccs5)c3c2N)CN(C)CC4)c1	15	13	0.2	13	2	3	98	0.8	90	20
O=C(NC1CCN(C(=O)NC2CCCCC2)CC1)c1ccco1	7	-9	-0.3	-1	0	3	100	1	102	5
CCOc1ccc(-c2noc(-c3cccnc3)n2)cc1OC	10	-15	-0.3	-4	-29	13	127	0.9	94	10
CC(Oc1ccc(Cl)cc1)C(=O)N/N=C/c1ccsc1 (centres undefined)	-8	-3	0.4	11	-4	12	103	0.8	110	16
COc1ccc(C(c2nnnn2Cc2ccccc2)N2CCN(c3nc4ccccc4s3)CC2)cc1OC (centres undefined)	-4	6	-0.2	11	2	2	106	0.9	105	11
COC(=O)c1ccccc1NC(=O)CSc1nc2ncccc2[nH]1	11	3	0.0	5	-4	12	102	0.9	97	14

# Bioassay records: PubChem BioAssay, several laboratories
